Assay outcomes: PubChem BioAssay, several laboratories
XIAP displacement – XIAP antagonists, biochemical, IAP family, fluorescence polarization (AID 1018). XIAP BIR domain, fluorescence polarization peptide displacement; higher % means a stronger effect. one-dose displacement, % at 20 µM; IC50 in µM for titrated hits. hit rate 0.007% among 200,000; in the data active = displacement above about 50%; note: a part of the inactive calls stands beside numbers as strong as those of hits
CSM14.1 death rescue – rescue of cells from ER stress-induced death, primary screen, 384-well, CSM14.1, thapsigargin, ATP luminescence (AID 1222). CSM14.1 thapsigargin-induced death rescue, ATP luminescence; higher % means a stronger effect. 190,000 tested, under 10 active. one-dose cellular ATP content (survival), % at 20 µM; EC50 in µM for titrated hits;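 active = EC50 below 50 µM in the dose-response confirmation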;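 note: death triggered by thapsigargin at about 15 µM added after 2 h compound pretreatment; cell ATP read after overnight thapsigargin exposure of roughly 18 to 22 hours; normalized against plate controls of thapsigargin alone and 5% DMSO vehicle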
Yfh1-depleted yeast – mitochondrial function rescue without frataxin homolog – Friedreich's ataxia, plus single-dose screen, dose response (AID 1465) | S. cerevisiae Yfh1-off respiration, WST-1 reduction, 72 h; higher fold induction means a stronger effect | one-dose fold induction at 50 µM; EC50 in µM for titrated hits | hit rate 0.074% among 220,000;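 active = fold induction of absorbance versus untreated yeast above a set limit, then at least 30% activation at any dose in follow-up; inconclusive = repeats straddling the limit, or above it without dose testing; inactive = fold induction below the set limit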;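 note: activators that raise dye reduction in frataxin-depleted yeast; strong numbers were not always called active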
West Nile antiviral – West Nile virus antiviral activity, cell-based, CPE readout (AID 1621); one-dose CPE inhibition, % at 10 µM; IC50 in µM for titrated hits; hit rate 0.02% among 290,000; West Nile virus-infected cells, CPE inhibition; higher % means a stronger effect; in the data active = a potency from the dose series; inconclusive = CPE inhibition mostly from about 3.7% at the one dose, without a potency; inactive = the rest, 99 in 100 with CPE inhibition below about 2.2%; note: strong numbers were not always called active
SV40 large T antigen – SV40 large T antigen inhibitors, biochemical (AID 1903); SV40 large T antigen ATPase/helicase inhibition assay; higher % means a stronger effect; one-dose inhibition, % at 20 µM; IC50 in µM for titrated hits; hit rate 0.39% among 310,000; in the data active = a potency from the dose series; inconclusive = inhibition mostly from about 32% at the one dose, without a potency; inactive = the rest, 99 in 100 with inhibition below about 32%; note: strong numbers were not always called active
NS5 inhibitors – Dengue-2 NS5 methyltransferase inhibitors, primary screen, biochemical, confirmation dose response (AID 588689); Dengue-2 NS5 methyltransferase capping enzyme assay, biochemical; higher % means a stronger effect; one-dose inhibition, % at 25 µM; IC50 in µM for titrated hits; hit rate 0.3% among 340,000; in the data active = a potency from the dose series; inconclusive = inhibition above about 29% without an active follow-up result
RSV antiviral HEp-2 – inhibition of RSV-induced cytopathic effect – HEp-2 cells, primary 10 µM value included (AID 2391); HEp-2 cells, RSV-induced CPE inhibition; higher % means a stronger effect; CPE inhibition, % at 10 µM; hits with a dose series show IC50 in µM; hit rate 0.13% among 310,000; in the data active = a potency from the dose series; inconclusive = CPE inhibition mostly from about 23% at the one dose, without a potency; inactive = the rest, 99 in 100 with CPE inhibition below about 21%; note: strong numbers were not always called active
K1F lysis inhibition – protection from phage-mediated lysis, alamar blue read-out – E. coli UTI89, K1F phage, bacterial capsule biogenesis inhibitors (AID 488966); one-dose inhibition, % at 100 µM; IC50 in µM for titrated hits; hit rate 0.02% among 340,000; E. coli UTI89 K1F phage lysis, alamar blue, 2 h; higher % means a stronger effect;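 active = phage lysis inhibition, versus mean bacterial control, above a set limit; inconclusive = no clear call, values can overlap the other calls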;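 note: capsule biogenesis inhibitors block K1F phage lysis so surviving cells raise fluorescence; higher fluorescence means more inhibition of phage lysis; actives were called in the ten point dose series up to 300 µM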
WT yeast gro inh – growth inhibition of WT yeast, mitochondrial fusion screen. mitochondrial fusion phenotypic screen, WT strain. inhibition, % at 10 µM. hit rate 2.1% among 190,000. AID 1362; in the data active = inhibition above about 58%; tested in S. cerevisiae
WT yeast gro inh mutant strain – recorded beside WT yeast gro inh, whose call it bears; inhibition, %; mitochondrial fusion phenotypic screen, mutant strain inhibition
NS5 inhibitors pilot replicate – further read-out of NS5 inhibitors, marked with its call; inhibition, %; measured here: pilot screen replicate inhibition
Numbers without * were called inactive; i = inactive; ? = inconclusive; nt = no result given; [ ] = dose if it differs, or a comment.

SMILES	XIAP displacement	CSM14.1 death rescue	Yfh1-depleted yeast	West Nile antiviral	SV40 large T antigen	NS5 inhibitors	RSV antiviral HEp-2	K1F lysis inhibition	WT yeast gro inh	WT yeast gro inh mutant strain	others
CCOC(=O)c1nnn(CC(=O)N2N=C(c3ccccc3)CC2c2ccccc2)c1C(=O)OCC (stereo not drawn)	-8.8%	13%	i	-0.6%	7%	0%	1.2%	1.9%	3	8
Cc1ccc(-c2noc(CN3CCN(c4ccccc4F)CC3)n2)cc1	-5.7%	-1.5%	i	0.1%	6%	1%	2.3%	0.7%	30	9
Cc1ccc(C)c(Nc2ncnc3nc[nH]c23)c1	-5.1%	1.2%	i	0.2%	2%	-1%	0.3%	0.6%	9	10
COC(=O)[C@@H]1C[C@@]2(O)[C@H](O)[C@H](O)[C@H](O)C[C@H]2N1CC(c1ccccc1)c1ccccc1	nt	nt	i	0.1%	2%	-13%	-0.1%	-0.4%	nt	nt
O=C(NCCSCc1ccc(Cl)cc1)c1cccs1	nt	nt	i	-0.2%	9%	0%	1.7%	0.3%	nt	nt
N#CCC(=O)Nc1ccc(C(=O)OCC(=O)NNC(=O)c2cccs2)cc1	nt	nt	nt	nt	5%	-8%	-1.9%	1.6%[50 µM]	nt	nt
CC(C)NC(=O)Cn1cc(C(=O)C(=O)N2CCOCC2)c2ccccc21	nt	nt	nt	-0.1%	5%	-6%	1.2%	0.1%	nt	nt
O=C(COC(=O)Cc1ccsc1)NC1CCCCCC1	-3.5%	4.0%	i	0.3%	3%	5%	2.2%	0.1%	-3	2
CN(CC(=O)OCC(=O)NCc1ccccc1)S(=O)(=O)c1ccc(Cl)cc1	-2.7%	-3.4%	i	0.4%	5%	-8%	2.8%	2.1%[50 µM]	4	7
CCC(C)NCCOCCOc1ccc(Cl)c(C)c1C (stereo not drawn)	-2.9%	-0.9%	i	-0.2%	3%	4%	0.1%	?	19	29
CC(C)c1ccc(NC(=O)CSc2n[nH]c(=O)n2Cc2ccco2)cc1	nt	nt	i	-0.5%	18%	nt	4.2%	nt	nt	nt
O=C(CN1C(=O)/C(=C/c2cccc(Br)c2)SC1=S)Nc1cccnc1	2.7%	-2.0%	i	0.8%	9%	?	0.7%	0.0%	6	6
CCNC(=S)N/N=C(\C)c1ccc(N2CCOCC2)cc1	-5.5%	-0.4%	i	-0.8%	27%	4%	1.1%	-0.1%	21	16
O=C(Nc1ncn[nH]1)c1cc([N+](=O)[O-])ccc1Cl	nt	nt	nt	-0.2%	1%	-6%	0.1%	-0.4%	nt	nt	NS5 inhibitors pilot replicate=-6.7
CCCCCNc1nc(-c2ccccc2)cs1	-5.8%	-1.7%	i	-0.5%	3%	nt	2.8%	nt	18	9
O=C(N/N=C/c1coc2ccc(Cl)cc2c1=O)c1cc(O)cc(O)c1	nt	nt	nt	-0.6%	19%	0%	6.0%	0.0%	nt	nt
CN(C)C(=O)CSc1nnc(NC(=O)CCc2ccccc2)s1	nt	nt	i	1.3%	4%	-5%	nt	-0.5%	nt	nt
CCc1c(O)nc(SCC(=O)c2ccccc2)n(-c2ccccc2)c1=O	nt	nt	i	-0.2%	2%	5%	6.2%	0.4%	nt	nt
Cc1nn(-c2ccc3ccccc3c2)c(=O)c2ccccc12	-5.1%	1.5%	i	-0.3%	-2%	-4%	6.4%	-0.1%	3	6
O=c1[nH]cnc2c1sc1nc3c(c(-c4ccc(Cl)cc4)c12)CCC3	-1.1%	-4.6%	i	-0.4%	13%	-11%	70%	0.6%	5	-3
O=C(N=C1SC2CS(=O)(=O)CC2N1c1ccc(Br)cc1Cl)C1CC1 (stereo not drawn)	nt	nt	nt	-0.1%	14%	-9%	3.8%	0.0%	nt	nt
COc1cccc(NC(=O)Cc2cn(C)c3ccccc23)c1	-2.8%	-2.4%	i	0.2%	0%	1%	3.0%	0.4%	1	16
Cc1cc(C)c(C)c(S(=O)(=O)Nc2ccccc2C(=O)NCCCN2CCOCC2)c1C	1.8%	5.3%	i	1.0%	5%	-2%	-2.6%	-0.1%	11	-2
O=C(CN1CCSCC1)N/N=C/c1ccc(F)cc1F	-6.3%	-1.4%	i	0.8%	30%	-2%	1.1%	4.7%	-13	-1
CCC(C)NC(=O)C1CCC(=O)N(c2ccc3c(c2)OCO3)C1c1ccc(OC)cc1 (stereo not drawn)	-4.0%	nt	i	-0.2%	1%	-1%	1.5%	-1.3%	1	-7

Continued:
SMILES	XIAP displacement	CSM14.1 death rescue	Yfh1-depleted yeast	West Nile antiviral	SV40 large T antigen	NS5 inhibitors	RSV antiviral HEp-2	K1F lysis inhibition	WT yeast gro inh	WT yeast gro inh mutant strain	others
Cn1cc(CN2CC3C[C@@H]4CC2C[C@H](C3)C4)c(-c2ccc3c(c2)OCCO3)n1	-18%	-1.1%	i	-0.9%	9%	5%	1.3%	-0.4%	-16	-16
COC(=O)c1cc(-c2cccc([N+](=O)[O-])c2)c2c(=O)n(C)c(=O)n(C)c2n1	nt	nt	nt	?	6%	-1%	3.2%	0.0%	nt	nt
O=[N+]([O-])c1ccc(/C=N/Nc2nc(N3CCCCCC3)nc(N3CCCCCC3)n2)o1	-2.6%	11%	nt	nt	9%	-12%	40%	-1.2%	63*	6.1*
COc1ccc(NC(=O)CSc2nncc3ccccc23)cc1	-3.2%	-0.6%	i	0.2%	10%	-3%	0.7%	-0.6%	1	-5
CCC(=O)N1CCc2cc(S(=O)(=O)NCCN3CCCCC3CC)ccc21 (stereo not drawn)	-5.7%	6.0%	i	-0.5%	2%	-2%	0.2%	-0.4%	-14	2
CCCNC(=O)N1CCC(c2nc3ccccc3s2)CC1	nt	nt	nt	-1.4%	21%	1%	4.8%	0.1%	nt	nt
CCOc1ccc(S(=O)(=O)NN=C2CCN(C(C)=O)CC2)cc1	1.9%	-1.9%	i	0.0%	-4%	-4%	-1.2%	0.2%	14	8
O=S(=O)(NCc1cc(-c2ccccc2)no1)c1ccccc1Cl	-4.7%	nt	i	nt	4%	-7%	0.1%	3.0%	-6	-10
CN(C)c1ccc(CN2CCCCCC2)cc1	-9.9%	6.5%	i	-0.7%	11%	-5%	1.3%	-0.3%	3	4
COc1ccc(CCNCc2ccccc2N2CCCC2)cc1	nt	nt	nt	-2.3%	6%	5%	-1.1%	0.0%	nt	nt
COc1cccc(NC(=O)CSc2nnc(C)s2)c1	-2.8%	-0.9%	i	-0.4%	4%	1%	3.5%	0.5%	14	8
CC1(C)CC(O)(CCNCc2ccc3c(c2)OCO3)CCO1 (stereo not drawn)	3.5%	-3.1%	i	-0.1%	-2%	1%	-1.3%	0.1%	-13	-12
NC(=S)NNC(=O)c1ccccc1Cl	nt	nt	i	-0.1%	7%	5%	0.5%	-1.4%	nt	nt
CCCCOC(=O)CSCC(=O)Nc1cc(C)on1	-5.1%	-1.7%	i	-0.7%	1%	-5%	1.8%	-0.2%	-16	-1
C=CCn1c(=O)n2ncnc2c2c3c(sc21)CCCC3	-2.5%	2.2%	nt	nt	2%	-2%	11%	-0.9%	-7	-1
COc1cc(C2NC(=O)CCC2[N+](=O)[O-])cc(OC)c1OC (stereo not drawn)	nt	nt	nt	-0.1%	8%	-2%	0.1%	0.2%	nt	nt
Cn1nc(-c2ccc(C(=O)NC3CCCCC3)cc2)c2ccccc2c1=O	nt	nt	nt	1.4%	11%	-2%	2.7%	0.0%	nt	nt
O=C(Nc1ccc(-c2csc(Nc3ccccc3)n2)cc1)c1cccc(C(F)(F)F)c1	nt	nt	i	0.1%	15%	-7%	?	7.9%	nt	nt
CCCCc1nc(SCc2ccc([N+](=O)[O-])cc2)n[nH]1	-12%	0.9%	i	-0.7%	9%	-4%	1.9%	2.0%[50 µM]	25	9
O=C(NCCc1ccccc1)C1CCC(CNS(=O)(=O)c2cccc3cccnc23)CC1 (stereo not drawn)	nt	nt	i	-0.5%	22%	2%	-1.0%	0.0%	nt	nt
O=[N+]([O-])c1ccc(N(CCO)Cc2ccccc2)c([N+](=O)[O-])c1	nt	nt	nt	-1.7%	-1%	-9%	0.8%	-0.6%	nt	nt
Cc1sc2nc(CN3CCCC3)nc(N3CCN(S(=O)(=O)c4cccs4)CC3)c2c1C	-1.9%	3.1%	i	0.1%	12%	?	-2.4%	8.0%	nt	nt
CCc1nc(SCC(=O)Nc2ccc(OC)cc2[N+](=O)[O-])n[nH]1	nt	nt	i	-0.2%	15%	-3%	3.9%	0.1%	nt	nt
O=C(N/N=C/c1ccccc1)c1cc(-c2ccc3c(c2)OCO3)n[nH]1	-3.6%	1.9%	i	-0.5%	0%	-1%	0.0%	0.2%	1	-17
Cc1cc(C)c(C#N)c(N2CCOCC2)n1	-5.2%	-0.1%	i	0.0%	8%	-3%	2.4%	0.6%	-15	8

3 structures from above, sorted by formula weight, smallest number first.
SMILES	XIAP displacement	CSM14.1 death rescue	Yfh1-depleted yeast	West Nile antiviral	SV40 large T antigen	NS5 inhibitors	RSV antiviral HEp-2	K1F lysis inhibition	WT yeast gro inh	WT yeast gro inh mutant strain	others
CN(C)c1ccc(CN2CCCCCC2)cc1	-9.9%	6.5%	i	-0.7%	11%	-5%	1.3%	-0.3%	3	4
COc1cc(C2NC(=O)CCC2[N+](=O)[O-])cc(OC)c1OC (stereo not drawn)	nt	nt	nt	-0.1%	8%	-2%	0.1%	0.2%	nt	nt
O=C(NCCc1ccccc1)C1CCC(CNS(=O)(=O)c2cccc3cccnc23)CC1 (stereo not drawn)	nt	nt	i	-0.5%	22%	2%	-1.0%	0.0%	nt	nt

Next part.
SMILES	XIAP displacement	CSM14.1 death rescue	Yfh1-depleted yeast	West Nile antiviral	SV40 large T antigen	NS5 inhibitors	RSV antiviral HEp-2	K1F lysis inhibition	WT yeast gro inh	WT yeast gro inh mutant strain	others
CCN(CC)C(=O)/C=C/c1ccc(OC)c(S(=O)(=O)N2CCCCC2)c1	-6.2%	-2.4%	i	-0.1%	23%	0%	3.2%	0.3%	-5	1
O=C(Cc1coc2ccc3ccccc3c12)NC1CCCc2ccccc21 (stereo not drawn)	-2.4%	-0.9%	i	-0.7%	22%	0%	8.0%	1.4%[50 µM]	12	13
COCCNC(=O)CN(C(=O)CCC(=O)Nc1ccccn1)c1ccc(C)cc1	nt	nt	nt	0.2%	5%	-5%	-1.3%	0.6%	nt	nt
COc1ccc(C(=O)NCc2nnc(SCC(=O)N3CCOCC3)o2)cc1	-0.7%	1.3%	i	0.8%	8%	nt	1.7%	1.2%	0	-5
O=C(Cc1ccc([N+](=O)[O-])cc1)OCc1c(F)cccc1Cl	nt	nt	nt	-0.3%	10%	2%	3.5%	0.3%	nt	nt	NS5 inhibitors pilot replicate=3.0
COc1ccc(C(=O)N[C@H](C(=O)NCC2CCCCC2)C(C)C)cc1	-4.6%	-1.0%	i	-0.5%	-1%	-3%	1.2%	3.0%	-12	-12
Cc1csc(NC(=O)c2cccn2C)n1	-1.8%	-1.2%	i	0.3%	6%	0%	-0.5%	0.1%	85*	16*
